Kir21 inh = Kir2.1 (mouse) channel inhibition. P35561. 310,000 compounds, 0.85% hits. HEK293-Kir2.1, FluxOR thallium flux fluorescence; active compounds read low. B-score at 10 µM;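 active = fluorescence ratio B-score at or below minus 3 SD of library scores, with starting-brightness B-score within 2 SD, cut at about -4.2 in these data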;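 note: channel flux triggered by added potassium and thallium sulfate stimulus; B-score of peak minus minimum fluorescence over baseline after thallium stimulus; more negative B-score means stronger Kir2.1 block with less thallium influx; some compounds called inactive have numbers as strong as hits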
KCNQ2 block = KCNQ2 potassium channel inhibitors, primary screen, cell-based, CHO-K1, FluxOR thallium flux, B-score (AID 2156); 310,000 compounds, 1.1% hits; 20 min; active compounds read low; B-score at 10 µM;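 active = fluorescence ratio B-score at most minus 3 library SDs, with starting brightness B-score within 2 library SDs, cut at about -5.5 in these data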
Target sequence (O88943 whole entry, looked up): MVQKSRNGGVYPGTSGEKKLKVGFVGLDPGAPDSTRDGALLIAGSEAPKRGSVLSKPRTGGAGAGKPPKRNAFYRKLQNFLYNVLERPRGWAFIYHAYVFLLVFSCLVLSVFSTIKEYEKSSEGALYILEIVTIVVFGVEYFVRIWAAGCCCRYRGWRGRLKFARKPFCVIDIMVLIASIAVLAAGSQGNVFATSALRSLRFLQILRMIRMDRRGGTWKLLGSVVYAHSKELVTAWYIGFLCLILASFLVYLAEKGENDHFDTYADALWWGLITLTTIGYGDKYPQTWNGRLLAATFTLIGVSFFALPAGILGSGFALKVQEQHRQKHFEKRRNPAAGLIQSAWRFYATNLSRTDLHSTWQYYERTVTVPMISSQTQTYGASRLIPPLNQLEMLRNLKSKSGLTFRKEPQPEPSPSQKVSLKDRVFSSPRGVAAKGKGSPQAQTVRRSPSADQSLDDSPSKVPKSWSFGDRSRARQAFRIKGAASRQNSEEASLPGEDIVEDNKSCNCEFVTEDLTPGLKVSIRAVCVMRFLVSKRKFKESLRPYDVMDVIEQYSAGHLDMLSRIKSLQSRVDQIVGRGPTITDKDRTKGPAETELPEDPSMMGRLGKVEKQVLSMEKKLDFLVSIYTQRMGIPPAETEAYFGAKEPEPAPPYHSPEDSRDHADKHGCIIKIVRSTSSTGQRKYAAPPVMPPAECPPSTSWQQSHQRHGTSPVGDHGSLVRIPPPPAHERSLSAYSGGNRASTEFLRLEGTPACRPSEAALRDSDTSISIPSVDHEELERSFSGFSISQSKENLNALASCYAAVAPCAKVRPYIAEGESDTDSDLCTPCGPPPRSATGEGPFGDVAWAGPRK
Starred values were filed as active, the others as inactive; i = inactive.

The opening 3 compounds, ahead of the listing:
SMILES	Kir21 inh	KCNQ2 block
O=C(O)CN1C(c2ccccc2)=Nc2ccc(Br)cc2C1c1ccccc1 (stereo unspecified)	1.83	i
CN(C)S(=O)(=O)n1cc(/C=C(\NC(=O)c2ccccc2)C(=O)N2CCCC2)c2ccccc21	-0.17	i
CCn1c(C)c(CCC(=O)O)c(=O)n2nc(-c3ccccc3OC)cc12	0.5	i

The whole of this part, from the start:
SMILES	Kir21 inh	KCNQ2 block
O=C(O)CN1C(c2ccccc2)=Nc2ccc(Br)cc2C1c1ccccc1 (stereo unspecified)	1.83	i
CN(C)S(=O)(=O)n1cc(/C=C(\NC(=O)c2ccccc2)C(=O)N2CCCC2)c2ccccc21	-0.17	i
CCn1c(C)c(CCC(=O)O)c(=O)n2nc(-c3ccccc3OC)cc12	0.5	i
N#C/C(=C/c1ccc([N+](=O)[O-])cc1)C(=O)Nc1ccccc1O	-2.24	i
O=C1OCCC1Sc1nc2cc(Cl)ccc2n1Cc1ccccc1 (stereo unspecified)	-0.66	i
COC(=O)c1ccc(Cl)cc1NC(=O)/C=C/c1ccc(C)o1	0.24	i
COc1cc2ccccc2c2c1CCCC2=O	-1.07	i
O=C(Nc1ccc2c(c1)OCO2)N1CCN(S(=O)(=O)c2ccc(Cl)cc2)CC1	-2.39	i
CC1(c2nnc(-c3ccncc3)o2)CC(c2cccnc2)=NO1 (stereo unspecified)	0.09	i
COc1ccc(C)cc1S(=O)(=O)Nc1ccc(-n2c(C)nc3ccccc3c2=O)cc1	-2.03	i
Cc1ccc(NC(=O)CSCC(=O)N=c2sccn2C)cc1	-1.57	i
CCn1cc(CN2CCCC(C(=O)Nc3cccc(-c4cc5ccccc5[nH]4)c3)C2)cn1 (stereo unspecified)	1.01	i
c1ccc(OCc2nn3c(-c4ccco4)nnc3s2)cc1	0.71	i
Cc1ccc(NC(=S)NCCc2ccc(F)cc2)c(C)c1	-0.85	i
Fc1cccc(Cc2noc(CN3CCCCC3c3ccccn3)n2)c1 (stereo unspecified)	-2.2	i
Cc1csc2nc(CNC(=O)C3CCCCC3)cn12	-0.88	-8.79*
COC(=O)c1ccccc1NC(=S)N(Cc1ccc2c(c1)OCO2)Cc1cc2ccc(C)cc2[nH]c1=O	-0.01	i
COCCn1c(SCCCC(=O)c2ccc(Br)cc2)nnc1-c1ccncc1	-1.4	i
COC(=O)c1cnn(-c2ccccc2)c1/C=N/NC(=S)Nc1ccccc1	-0.13	i
CCOc1cc(CN2CCN(c3cccc(C(F)(F)F)c3)CC2)ccc1O	-0.96	i

Compound profiles (already shown). Order of screens: Kir21 inh	KCNQ2 block
Record of Cc1ccc(NC(=O)CSCC(=O)N=c2sccn2C)cc1 : -1.57	i
Record of Cc1csc2nc(CNC(=O)C3CCCCC3)cn12 : -0.88	-8.79*

Remaining list, next part.
SMILES	Kir21 inh	KCNQ2 block
CCCCc1cc(=O)oc2cc(C)cc(O)c12	0	i
CC(=O)Nc1ccccc1C(=O)C(=O)Nc1ccc(C)c(C)c1	1.67	i
CCOC(=O)c1cnc(Nc2nc3ccccc3o2)nc1CSC(=S)N1CCCCC1	0.33	i
C=CCNC(=S)NN=C1CCC(c2ccccc2)CC1 (stereo unspecified)	-0.26	i
Cc1ccc(C(C(=O)NC2CCCC2)N(Cc2ccccc2)C(=O)c2csnn2)o1 (stereo unspecified)	0.88	i
Cc1nnc(NC(=O)C23CC4CC(C)(CC(C)(C4)C2)C3)s1	0.39	i
CC1CCc2c(sc(NC(=O)Cn3cnc([N+](=O)[O-])n3)c2C(N)=O)C1 (stereo unspecified)	-0.2	i
NNC(=O)/C(=N/Nc1ccccc1)S(=O)(=O)c1ccc(Cl)cc1	-0.45	i
Cc1cc(O)c(C(C)C)cc1NC(=O)c1ccccc1Cl	-2.07	i
COc1cc(/C=C/C(=O)O)cc(S(=O)(=O)NCc2ccc3c(c2)OCO3)c1OC	0.74	i
COc1cccc(NC(=O)CSc2nc3c(c(=O)n2C)SC(C)C3)c1 (stereo unspecified)	-2.63	i
CC1CCN(C(=O)CSc2nnc(-c3cccs3)o2)CC1	-0.03	i
O=C(NCCCN1CCOCC1)C1CCC(=O)N1CCc1ccccc1 (stereo unspecified)	-0.18	i
CCNC(=O)/C(C#N)=C/c1c(N2CCN(c3ccccc3)CC2)nc2ccccn2c1=O	0.47	i
O=C(O)c1ccc(-n2nnnc2Oc2ccccc2C(=O)N2CCOCC2)cc1	0.05	i
CC(=O)C1=C(O)C(=O)N(c2cccnc2)C1c1ccc(Cl)cc1 (stereo unspecified)	0.24	i
O=C(Nc1cccc2c1C(=O)NC2=O)c1ccc(N2C(=O)CCC2=O)cc1	-1.82	i
O=C(Nc1cccc2c1CCCC2)c1ccc(Br)o1	1.21	i
Cc1cc(C(=O)COc2ccccc2Cl)c(C)n1-c1ccc2c(c1)OCO2	-1.28	i
COc1ccc(NC(=O)C2CCC(N3C(=O)C4C5C=CC(C5)C4C3=O)CC2)cc1 (stereo unspecified)	0.98	i
CCN(CC)S(=O)(=O)c1cccc(N2CC(O)=C(c3ccccc3)C2=N)c1	-0.1	i
Cc1cccc(-n2c(O)c(C=Nc3cccc(O)c3)c3ccccc3c2=O)n1	0.13	i
Cc1ccc2c(c1)-c1c(ssc1=S)C(C)(C)N2C(=O)c1ccco1	1.58	i
CCOC(=O)c1ccc(NC(=O)CCNC(=O)c2ccc([N+](=O)[O-])cc2)cc1	-0.83	i
Cn1nccc1C(=O)Nc1sc2c(c1C#N)CCCC2	0.89	i
Cc1ccc2[nH]c3c(NCCCN4CCCC4=O)ncnc3c2c1	-0.29	i
Cc1ccc(C(=O)NCC(=O)N2CCCC(C(F)(F)F)C2)s1 (stereo unspecified)	-0.42	i
CCOC(=O)C1=C(C)OC(N)=C(C#N)C1c1ccc(C)o1 (stereo unspecified)	0.33	i
CNC(=O)CCSc1ccc(C)cc1	0.88	i
CCS(=O)(=O)CCSc1nc(C)cc(C)n1	0.54	i
CCNC(=S)N(CCc1c(C)[nH]c2ccc(Cl)cc12)Cc1ccco1	-3.34	i
CCOC(=O)CC(NC(=O)Cn1nnc(-c2ccccc2F)n1)c1ccccc1Cl (stereo unspecified)	-0.9	i
Cc1cc(NC(=O)c2cccs2)no1	0.56	i
c1ccc(Cn2nnc3ccccc32)cc1	-0.84	i
O=C(O)CCN1CCOCC1	-1.28	i
Cc1cc(C)cc(NC(=O)C2C3C=CC4(O3)C2C(=O)N(CCCN2CCCCC2)C4C(=O)NC2CCCCC2)c1 (stereo unspecified)	1.16	i
CCC1(c2ccccc2)NC(=O)N(CC(=O)Nc2ccccc2C(=O)N2CCCCC2)C1=O (stereo unspecified)	1.89	i
CCOC(=O)C1C(c2ccc(C(=O)O)cc2)NC(=O)NC1(O)C(F)(F)F (stereo unspecified)	0.15	i
COc1ccc2c(CC(=O)NCc3cccs3)coc2c1	-0.02	i
Cn1cc(/C=C2\SC(=O)N(c3ccc(O)cc3)C2=O)c2ccccc21	-0.48	i

Looked up by structure from above:
SMILES	Kir21 inh	KCNQ2 block
Cn1cc(/C=C2\SC(=O)N(c3ccc(O)cc3)C2=O)c2ccccc21	-0.48	i
O=C(O)CCN1CCOCC1	-1.28	i
CCOC(=O)C1C(c2ccc(C(=O)O)cc2)NC(=O)NC1(O)C(F)(F)F (stereo unspecified)	0.15	i
CCOC(=O)CC(NC(=O)Cn1nnc(-c2ccccc2F)n1)c1ccccc1Cl (stereo unspecified)	-0.9	i
CCN(CC)S(=O)(=O)c1cccc(N2CC(O)=C(c3ccccc3)C2=N)c1	-0.1	i
Cn1nccc1C(=O)Nc1sc2c(c1C#N)CCCC2	0.89	i
CCS(=O)(=O)CCSc1nc(C)cc(C)n1	0.54	i

Carrying on.
SMILES	Kir21 inh	KCNQ2 block
CCOc1cccc2cc(C(=O)N3CCc4ccccc4C3)c(=O)oc12	0.25	i
O=C(Cc1ccc(F)cc1)Nc1c2c(nn1-c1cccc(Cl)c1)CS(=O)C2 (stereo unspecified)	0.22	i
COc1ccc2oc(C(=O)OCC(=O)N(CC(C)C)c3c(N)n(Cc4ccccc4)c(=O)[nH]c3=O)c(C)c2c1	0.5	i
COc1cccc(-c2c(C(=O)N/N=C/c3sccc3C)nnn2-c2nonc2N)c1	-0.82	i
COc1ccc(Cc2nc3ccc(C(=O)NCCn4cccn4)cc3o2)cc1	0	i
O=C(CN(c1ccc(Cl)c(C(F)(F)F)c1)S(=O)(=O)c1ccccc1)N/N=C/c1cccc2c1OCCO2	1.88	i
Cc1cc2c(cc1S(=O)(=O)CCC(=O)NCc1ccccc1)OCC(=O)N2	0.18	i
Cc1cc(C(=O)CCC(=O)Nc2ncccc2C)c(C)s1	0.82	i
Cc1ccc(C(=O)N2CC(C)SC2=Nc2cccc(S(=O)(=O)N(C)C)c2)cc1 (stereo unspecified)	-3.11	i
CC(C)(C)NCC(O)CON=C1c2ccccc2-c2ccccc21 (stereo unspecified)	-1.96	i
C/C(CC(=O)Nc1ccc(C)c(Cl)c1)=N\NC(=O)c1ccco1	-0.11	i
CC1Cc2cc(C(=O)O)ccc2O1 (stereo unspecified)	-1.49	i
O=C(NCCC1CCCCN1S(=O)(=O)c1cccs1)C(=O)Nc1cccc(F)c1 (stereo unspecified)	-0.03	i
CC(C)(CNS(=O)(=O)c1ccc(Cl)cc1)N1CCCCC1	1.11	i
CCc1cccc(C)c1NC(=S)N(CCOC)C(C)c1ccco1 (stereo unspecified)	-0.92	i
C=CCn1c(=NC(=O)CC)n(C)c2ccccc21	-0.15	i
Cc1ccc(CNC(=O)Cn2ccc3cc(S(=O)(=O)N4CCCCCC4)ccc32)cc1	-1.15	i
COC(=O)C1C(=O)c2c([nH]c(C(=O)OCCSC)c2C)CC1C (stereo unspecified)	-0.2	i
COc1ccc(OC)c(-n2nnnc2SCC(=O)Nc2cc(C)ccc2OC)c1	0.16	i
COc1ccc(CCNC(=O)C2CCN(S(=O)(=O)c3cccc4nonc34)CC2)cc1OC	-0.08	i
CCOC(=O)N1CCN(C(=O)/C=C/c2ccc([N+](=O)[O-])cc2)CC1	1.35	i
Cc1ccccc1CN1CCN(C(=O)c2ccc(F)cc2)CC1	0.87	i
CCOc1ccc(NC(=O)c2ccccc2NC(=O)CN2CCN(C(C)=O)CC2)cc1	0.99	i
COc1ccccc1/C=C\C(=O)NCC(=O)N/N=C(\C)Cc1ccccc1	0.87	i
COc1ccc(S(=O)(=O)N2CCOCC2)cc1NC(=O)CN1CCC(Cc2ccccc2)CC1	-0.94	i
O=c1cc(N2CCc3ccccc32)[nH]c(=O)n1-c1ccc(Br)cc1	2.25	i
O=C(COC(=O)c1ccccc1C(=O)N1CCN(c2ccc(F)cc2)CC1)NCc1ccccc1	-0.57	i
COc1ccc(NC(=O)c2noc(C(C)C)c2[N+](=O)[O-])cc1	-0.44	i
Cc1ccc(S(=O)(=O)CCC(=O)OCC(=O)N(Cc2ccccc2)C(C)C)cc1	2.71	i
Cc1cc2occ(CC(=O)NCc3cccs3)c2cc1C(C)C	-2.45	i
CC(=O)c1ccc(N2CCN(S(=O)(=O)c3cc4c(cc3C)NC(=O)CO4)CC2)cc1	0.75	i
O=C(Nc1ccc(S(=O)(=O)Nc2ncccn2)cc1)c1ccccc1NS(=O)(=O)c1ccc(F)cc1	0.67	i
CN(C(=O)COC(=O)/C=C/c1ccc2c(c1)OCO2)c1c(N)n(Cc2ccccc2)c(=O)[nH]c1=O	-0.01	i
O=c1c2ccccc2nc2n1C(CSc1ccc(Cl)cc1)CN2 (stereo unspecified)	0.51	i
COc1ccccc1-c1ccc(=O)n(CC(=O)NCc2ccc3c(c2)OCO3)n1	-0.18	i
C[N+]1(C2CCC3CCCC2C3O)CCCCC1 (stereo unspecified)	0.09	i
CCCCCCC(C)OC(=O)c1ccccc1C(=O)O (stereo unspecified)	-2.01	i
CC(C(=O)Nc1cccc(S(=O)(=O)N2CCOCC2)c1)N1CCN(c2ccc(F)cc2)CC1 (stereo unspecified)	0.15	i
C=CC[n+]1c(/C=C/c2ccc(OC(C)=O)c(OC)c2)ccc2ccccc21	-0.06	i
CCc1nnc(NC(=O)c2oc3cc(C)c(C)cc3c2C)s1	-0.07	i
Cc1ccc(CNC(=O)CCCCn2c(=O)[nH]c3ccsc3c2=O)cc1	-0.29	i
CC(C)NC(=O)c1cccc2c1-c1ccccc1C2=O	-1.43	i
COc1cc(OC)cc(C(=O)NC(c2ccccc2)c2ccccc2)c1	0.03	i
N#Cc1c(-c2ccc(F)cc2)cc(-c2ccccc2)nc1SCC(=O)NCC(=O)O	-0.02	i
COc1cc(OC)nc(S(C)(=O)=O)n1	0.55	i
Cc1cccc(N2CCN(S(=O)(=O)c3c(C)noc3/C=C/N(C)C)CC2)c1C	1.48	i
CC1=NNC(=O)C1C(c1ccccc1)C1C(=O)NN=C1C (stereo unspecified)	1.46	i
Nc1c(Cl)cc(C2=NCCn3c2c2ccc([N+](=O)[O-])cc2[n+]3[O-])cc1Cl	1.23	i
CC(Oc1ccc(Cl)cc1Cl)C(=O)/C=C/N(C)C (stereo unspecified)	0.39	i
CN(NC(=O)CN1C(=O)c2ccccc2C1=O)C1=NS(=O)(=O)c2ccccc21	-0.64	i
CC(OC(=O)C1CCCC1)C(=O)Nc1ccc(C(N)=O)cc1 (stereo unspecified)	-0.05	i
Cc1csc(=NC(=O)c2ccccc2)n1Cc1ccco1	0.29	i
O=S(=O)(Nc1ccc(Cc2ccncc2)cc1)c1ccc(Br)cc1	-0.01	i
CCn1cc(C(=O)N[C@H](C(=O)NCCN2CCOCC2)C(C)C)c(=O)c2cc3c(cc21)OCO3	0.24	i
O=C(Nc1cccc(S(=O)(=O)N2CCOCC2)c1)C1=NN(c2ccccc2)C(=O)CC1	2.55	i
CC(C)CNC(=O)CN(c1ccccc1)S(=O)(=O)c1ccccc1[N+](=O)[O-]	0.59	i

From PubChem BioAssay
